RGS8-Gao reg – modulates binding of RGS8 to human Galphao; multiplexed bead flow cytometry; actives lie on both sides; hit rate 0.34% among 220,000; AID 1423; response (percent of control binding), % at 10 µM; in the data active means response below about 60% or above about 140%; inactive means in between;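 further: Galphao activated as the GDP aluminium fluoride complex binding bead-coupled RGS8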
Target sequence (P09471 whole entry, looked up): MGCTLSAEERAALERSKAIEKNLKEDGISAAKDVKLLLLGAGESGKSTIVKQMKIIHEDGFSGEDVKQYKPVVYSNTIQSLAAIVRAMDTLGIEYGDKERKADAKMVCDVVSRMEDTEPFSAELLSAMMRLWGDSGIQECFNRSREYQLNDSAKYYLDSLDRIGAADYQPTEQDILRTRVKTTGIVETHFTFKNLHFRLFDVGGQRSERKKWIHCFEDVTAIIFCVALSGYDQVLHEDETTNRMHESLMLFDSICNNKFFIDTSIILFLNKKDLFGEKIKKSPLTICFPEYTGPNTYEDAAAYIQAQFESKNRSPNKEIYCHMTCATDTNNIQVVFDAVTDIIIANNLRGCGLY
Avidin fluor – compound fluoresces at 488/530 nm on avidin beads. fluorescence (KMESF) at 10 µM. compound fluorescence 488/530 nm, flow cytometry; active compounds read high. hit rate 0.38% among 220,000. AID 1775; in the data active means fluorescence above about 47; further: inactives centre near 10
ABCB1 block – inhibitors of human ABCB1 transporter, ABCG2 counter-screen; P08183; CCRF-Adr cells, JC-1 efflux, flow cytometry; inhibition, % at 6.6 µM; hit rate 0.067% among 190,000; AID 1326; in the data active means inhibition above about 40%;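 further: 0% = vehicle and 100% = reference inhibitor; higher value means more JC-1 retained so stronger ABCB1 efflux block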
Mcl1-Bid inh – Mcl-1/Bid interaction inhibition; Q07820; TR-FRET Mcl-1/Bid-Dy647 peptide binding, 1536-well; inhibition, % at 21.7 µM; hit rate 0.97% among 220,000;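 active means compounds that cut the binding signal by more than half at the single screening dose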;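 further: His-tagged Mcl-1 with europium anti-His antibody binding Bid BH3 peptide; 0% = Mcl-1 plus peptide wells and 100% = peptide-only wells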
Target sequence (Q07820 whole entry, looked up): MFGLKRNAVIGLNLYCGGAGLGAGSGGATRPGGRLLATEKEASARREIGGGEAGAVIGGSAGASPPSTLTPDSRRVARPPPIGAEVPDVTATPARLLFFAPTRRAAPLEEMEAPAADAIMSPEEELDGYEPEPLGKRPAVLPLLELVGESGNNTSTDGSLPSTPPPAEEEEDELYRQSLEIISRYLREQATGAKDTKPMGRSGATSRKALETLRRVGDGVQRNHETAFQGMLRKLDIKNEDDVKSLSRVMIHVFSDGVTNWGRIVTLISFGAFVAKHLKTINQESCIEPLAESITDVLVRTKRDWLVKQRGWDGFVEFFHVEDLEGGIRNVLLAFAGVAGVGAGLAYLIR
ABCG2 inh – blocks JC-1 efflux by human ABCG2 transporter. Q9UNQ0. IgMXP3 cells, flow cytometry. inhibition, % at 6.6 µM. hit rate 0.1% among 190,000;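 active means inhibition above 80%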;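 further: 0% = DMSO and 100% = nicardipine control wells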
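test system = two drug-resistant human cell lines, ABCG2 and ABCB1 | amount = 3 million cells/mL final, two lines in 1:1 ratio | reagent = JC-1 transporter substrate | doses = one concentration, 6.6 µM final | incubation = 10 min at 25 °C | signal = flow cytometric JC-1 green MFI at 530 nm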
Mcl1-Noxa inh – Mcl-1/Noxa interaction inhibition. inhibition, % at 21.7 µM. hit rate 1.5% among 220,000. AID 1022. TR-FRET Mcl-1/Noxa peptide binding, 2 h. Q07820;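 active means compounds that cut the protein-peptide binding signal by more than 50% relative to plate controls in a single-dose test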;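 further: His-tagged Mcl-1 with rhodamine Noxa BH3 peptide and terbium anti-His antibody; 0% = Mcl-1 plus Noxa peptide wells and 100% = peptide-only wells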
RGS7-Gao reg – regulators of human RGS7-Galphao interaction | binding response (% of control), % at 10 µM | hit rate 0.35% among 220,000 | AID 1439 | Multiplexed bead flow cytometry, RGS7-Galphao binding; actives lie on both sides; in the data active means binding response below about 49% or above about 150%; inconclusive means no clear call, values can overlap the other calls; inactive means in between;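 further: fluorescent Galphao held in activated GDP-AlF4 state binding bead-coupled RGS7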
RGS4-Gao reg – human RGS4-Galphao interaction regulation | P09471 | Multiplexed bead flow cytometry, RGS4-Galphao binding; actives lie on both sides | binding response (% of control), % at 10 µM | hit rate 0.33% among 220,000; in the data active means binding response below about 49% or above about 150%; inactive means in between;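 further: fluorescent Galphao activated with aluminum fluoride binding bead-coupled RGS4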
GSH bead fluor – compound fluoresces at 488/530 nm on GSH beads; hit rate 0.25% among 190,000; fluorescence (KMESF) at 10 µM; GSH beads flow cytometry, compound fluorescence 488/530 nm; active compounds read high; AID 1776; in the data active means fluorescence above about 89;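 further: glutathione beads carrying GST-tagged Bcl family fusion proteins plus one bare bead set; values are compound well signal with DMSO vehicle wells as background; inactives centre near 16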
Pf gamet viab – kills late stage P. falciparum gametocytes; P. falciparum stage V gametocytes, ATP luminescence, 24 h; inhibition, % at 10.9 µM; hit rate 0.065% among 150,000;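 active means inhibition above the mean plus 3 SD of compounds within the control limits, set per campaign, cut at about 38% in these data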;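 further: 0% = DMSO wells and 100% = medium only without gametocytes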
Bim-Mcl-1 – inhibitors of Bim-Mcl-1 interaction, human. Q07820. Bead-based flow cytometry, Bim peptide-Mcl-1 binding. inhibition, % at 10 µM. hit rate 0.1% among 190,000; in the data active means inhibition above about 40%;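 further: 0% = no compound tracer wells and 100% = peptide blocker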
Numbers without * were called inactive; ? = inconclusive; nt = not tested or not shown. Random draw from the library; any-hit rate near 3.3%.

Results follow in this order: GSH bead fluor	ABCB1 block	RGS4-Gao reg	Mcl1-Noxa inh	Avidin fluor	Bim-Mcl-1	RGS7-Gao reg	ABCG2 inh	RGS8-Gao reg	Mcl1-Bid inh	Pf gamet viab
- CC(C)C(NC(=O)c1ccc(F)cc1)C(=O)Nc1cccnc1 (stereo unspecified)
    11	0.4	102	9	25	-5	101	1	100	-4	-24
- CCCCNc1c(C(=O)OCC)c(=O)[nH]c2ccccc12
    12	0.4	103	6	11	0	99	4	103	-6	nt
- Cc1cccc(CSc2nnc(-c3ccco3)n2C)c1
    26	0.3	105	-5	7	0	102	2	103	-3	2
- CCOc1cc(CNCCO)cc(Br)c1OCc1ccccc1
    18	1.4	79	22	9	0	94	8	88	-10	nt
- CCCn1c(SCC(=O)Nc2ccc(C(=O)Nc3ccccc3OC)cc2)n[nH]c1=O
    11	0.3	101	-1	14	-2	95	4	101	-36	-4
- Cc1ccc(C(=O)NC(=C(Cl)Cl)S(=O)(=O)c2ccc(Cl)cc2)cc1
    12	-0.5	100	-1	23	-2	96	-2	98	-2	-8
- Nc1ccc(NC(=O)NC2CCCCC2)cc1
    15	0.1	102	0	13	0	103	1	104	-37	nt
- COc1ccc(-c2nnc(SCC(=O)Nc3cc(C)on3)o2)cc1
    16	1.0	100	35	7	-1	102	14	90	5	0
- COc1cc(C(=O)Nc2nnc(C(C)(C)C)s2)c([N+](=O)[O-])cc1OC
    11	1.6	98	8	10	-10	107	3	95	8	-10
- CCOC(=O)N1CCN(c2cc(=O)n(-c3ccccc3C)c(=O)[nH]2)CC1
    12	0.8	98	-1	12	1	96	0	97	-41	-4
- CCCN1C=CC(=C2C(=O)c3ccccc3C2=O)C=C1
    25	0.5	116	22	8	0	119	4	113	-29	25
- CCc1cccc(C)c1NC(=S)N(CCN(C)C)C(C)c1cccnc1 (stereo unspecified)
    17	0.8	104	8	6	0	104	1	104	-17	nt
- C=CCNC(=O)NC(=O)COC(=O)CCCSc1nc2ccccc2[nH]1
    26	-3.0	101	2	15	0	105	0	98	-15	-4
- COc1cccc(C(=O)Cn2c(N3CCCCC3)nc3c2c(=O)n(C)c(=O)n3C)c1
    9	0.8	100	5	10	-2	100	4	103	-5	7
- CCc1nnc(NC(=O)CN2C(=O)/C(=C/c3cc(OC)c(OC)c(OC)c3)SC2=S)s1
    16	-1.9	103	28	14	1	95	-12	101	-15	1

The results go on:
Results follow in this order: GSH bead fluor	ABCB1 block	RGS4-Gao reg	Mcl1-Noxa inh	Avidin fluor	Bim-Mcl-1	RGS7-Gao reg	ABCG2 inh	RGS8-Gao reg	Mcl1-Bid inh	Pf gamet viab
- O=C(CSc1nncs1)NC(=O)NC1CCCC1
    22	0.6	98	6	5	0	98	5	102	-12	0
- COc1ccc(-c2noc(CN(C)Cc3ccc(C)o3)n2)cc1
    10	-0.3	99	9	3	-2	98	0	101	-22	29
- O=C(c1ccco1)N1CCN(C(=S)NC2CC3CCC2C3)CC1 (stereo unspecified)
    18	1.2	97	-8	9	0	95	6	98	-29	-6
- CN1OC(CC(=O)O)N(c2ccc(Cl)cc2)C1=O (stereo unspecified)
    47	0.8	105	3	8	0	104	2	103	20	nt
- COC(=O)C1=NNC(C(=O)c2ccco2)C1c1ccc(OC)cc1 (stereo unspecified)
    23	0.4	96	1	10	-2	93	1	99	-42	-24
- CSc1nc(C)c(C(=O)Nc2ccccc2)c(-c2ccco2)c1C#N
    nt	nt	103	-17	7	nt	?	nt	100	-72	-12
- O=C(Nc1ccc(F)cc1)N1CCN(CCc2ccccc2)CC1
    12	0.5	99	5	5	-2	94	2	100	-52	8
- O=C(CSc1nc2c(c(=O)n1-c1ccc(Br)cc1)SCC2)Nc1nccs1
    10	0.3	102	-15	22	-2	98	3	105	-12	-3
- COc1cc2[nH]c(=O)n(CCC(=O)NCCC(C)C)c(=O)c2cc1OC
    9	0.6	100	9	21	2	107	4	99	11	nt
- Brc1cccc(OCCOCCn2ccnc2)c1
    40	0.5	102	15	6	0	99	1	103	72*	nt
- Cc1cc(C)n2nc(S(=O)(=O)N(C)c3ccccc3)nc2n1
    21	0.8	94	19	4	2	95	3	93	-13	nt
- CCCCOC(=O)Nc1nc(C)c(C(=O)OCC)s1
    29	0.5	98	-2	24	-3	99	27	99	7	1
- CCSCc1nnc(SCC(=O)Nc2ccc(OC)cc2)n1C
    9	1.1	96	15	9	0	92	10	103	-28	-21
- CCc1ccc(C2=NN(CCC(=O)NC(C)c3ccc4c(c3)OCCO4)C(=O)CC2)cc1 (stereo unspecified)
    15	0.3	99	6	12	-3	99	2	101	-4	-46
- O=C(NCCCC(=O)N1CCOCC1)c1cccnc1
    40	0.5	99	15	6	-5	102	1	101	14	15

Other records
Results follow in this order: GSH bead fluor	ABCB1 block	RGS4-Gao reg	Mcl1-Noxa inh	Avidin fluor	Bim-Mcl-1	RGS7-Gao reg	ABCG2 inh	RGS8-Gao reg	Mcl1-Bid inh	Pf gamet viab
- Cc1cc(C(=O)OCC(=O)N2CCN(C(=O)c3ccco3)CC2)c(C)n1-c1ccc(F)cc1
    31	19	100	-3	13	-1	99	2	102	-15	-22
- O=C(NCc1n[nH]c(=S)n1-c1ccc(Br)cc1)c1ccc(S(=O)(=O)N2CCOCC2)cc1
    10	2.3	107	20	10	0	110	10	100	-16	-7
- O=C1NN(c2ccccc2)C(=O)/C1=C/c1ccc(-c2ccc(Cl)c(C(=O)O)c2)o1
    17	-0.1	102	46	11	1	102	-1	105	-60	nt
- C=CCNCC(=O)N1N=C(c2ccc3ccccc3c2)CC1c1ccc(OC)cc1 (stereo unspecified)
    15	2.8	103	43	12	-2	100	2	102	40	-11
- O=C(c1cc(Cl)ccc1[N+](=O)[O-])N1CCc2ccccc2C1
    15	0.0	102	2	5	-2	100	0	101	-53	nt
- CC(O)c1c(OCc2ccccc2)ncnc1OCc1ccccc1 (stereo unspecified)
    17	1.0	102	5	38	-3	102	7	99	-6	nt
- CSc1nnc(Cc2cc(=O)[nH]c(=O)[nH]2)n1-c1cccc(C)c1
    14	0.2	99	-8	19	-2	98	0	99	4	nt
- Cc1cc(-c2cc(C(=O)O)c3ccccc3n2)c(C)s1
    11	-0.2	101	11	16	2	100	1	96	3	-20
- CC(CC(=O)O)CC(=O)Nc1ccc(S(N)(=O)=O)cc1 (stereo unspecified)
    10	0.3	103	11	10	0	103	2	100	-9	nt
- COc1ccccc1NC(=S)N(Cc1ccc(C)cc1)Cc1cccnc1
    21	1.1	99	14	9	3	96	16	98	-32	7
- Cc1ccc2nsnc2c1S(=O)(=O)N(CCO)Cc1cc2cc3c(cc2[nH]c1=O)OCCO3
    14	0.0	99	-9	21	1	102	0	101	-1	nt
- COc1ccc(C(=O)c2ccc(OC)c(N)c2)cc1N
    17	0.2	73	16	9	1	51	0	66	-36	-12
- COc1ccc(-c2cc3c(nn2)-c2ccccc2C3=O)cc1
    16	0.6	104	10	11	-4	99	5	103	-2	-28
- CCCn1nnc(NC(=O)c2ccc(F)cc2)n1
    21	0.0	98	0	33	-6	98	0	100	-6	-14
- COc1cc(CCC(=O)O)on1
    nt	nt	-10*	4	-1	nt	?	nt	20*	-3	nt

Next part.
Results follow in this order: GSH bead fluor	ABCB1 block	RGS4-Gao reg	Mcl1-Noxa inh	Avidin fluor	Bim-Mcl-1	RGS7-Gao reg	ABCG2 inh	RGS8-Gao reg	Mcl1-Bid inh	Pf gamet viab
- COc1cc(/C=C2\S/C(=N/S(=O)(=O)c3ccc(C)cc3)NC2=O)c([N+](=O)[O-])cc1OC
    nt	0.2	95	37	5	16	99	-2	86	-15	14
- Nc1[nH]c(N=NC(=O)c2ccc(Cl)cc2)c2ccccc12
    19	0.1	95	-10	12	-5	95	7	99	-24	10
- COCCNC(=O)CSc1nc2ccc(N3CCOCC3)cc2c(=O)n1Cc1ccc(OC)cc1
    50	2.9	99	13	7	-1	97	17	100	-58	-11
- COc1ccc(/C=N/NC(=O)CNC(=O)c2ccc3c(c2)OCCO3)cc1OC
    15	0.0	96	16	11	-3	97	3	98	-16	-9
- Cc1noc(C)c1C(=O)N1CCN(c2ncccn2)CC1
    32	0.0	71	0	12	-3	71	1	87	-10	13
- CN(C)c1ccc(NC(=O)C2CCCN(S(=O)(=O)c3ccccc3)C2)cc1 (stereo unspecified)
    16	1.4	96	69*	9	-1	97	5	97	-20	11
- Cc1cc(C)c(NC(=O)C2CSCCS2)c(C)c1 (stereo unspecified)
    64	0.5	101	16	7	-1	102	-1	103	-5	nt
- Cc1ccc(C=C2C(=O)c3ccccc3C2=O)s1
    8	0.0	100	13	9	1	96	0	99	-49	nt
- CCCC(=O)Nc1cc(OCC)c(NC(=O)NC2CCCCC2)cc1OCC
    38	-0.3	100	10	14	-7	98	19	99	4	6
- NC(CO)(CO)COCc1ccccc1
    15	-0.4	91	-1	8	-3	?	-1	99	-13	nt
- Brc1ccc(/C=N/Nc2ccc3ccccc3n2)cc1
    30	0.6	98	nt	8	-3	97	2	101	-15	nt

Entries of single compounds, looked up by structure. Order of screens: GSH bead fluor, ABCB1 block, RGS4-Gao reg, Mcl1-Noxa inh, Avidin fluor, Bim-Mcl-1, RGS7-Gao reg, ABCG2 inh, RGS8-Gao reg, Mcl1-Bid inh, Pf gamet viab
CCOC(=O)N1CCN(c2cc(=O)n(-c3ccccc3C)c(=O)[nH]2)CC1 is entered as 12, 0.8, 98, -1, 12, 1, 96, 0, 97, -41, -4
COc1cccc(C(=O)Cn2c(N3CCCCC3)nc3c2c(=O)n(C)c(=O)n3C)c1 is entered as 9, 0.8, 100, 5, 10, -2, 100, 4, 103, -5, 7
